Assay outcomes as filed in PubChem BioAssay.
GPR7 antagonist: antagonists of human GPR7 (neuropeptides B/W receptor 1); inhibition, % at 4.4 µM; 1.1% of 290,000 active; GPR7-expressing cells, fluorescence antagonist assay; P48145; in the data active means inhibition above about 16%, passing the limit was not always enough;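 further: cells stimulated with the agonist NPW; 0% = agonist with vehicle and 100% = vehicle without agonist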
Target sequence (P48145 whole entry, looked up): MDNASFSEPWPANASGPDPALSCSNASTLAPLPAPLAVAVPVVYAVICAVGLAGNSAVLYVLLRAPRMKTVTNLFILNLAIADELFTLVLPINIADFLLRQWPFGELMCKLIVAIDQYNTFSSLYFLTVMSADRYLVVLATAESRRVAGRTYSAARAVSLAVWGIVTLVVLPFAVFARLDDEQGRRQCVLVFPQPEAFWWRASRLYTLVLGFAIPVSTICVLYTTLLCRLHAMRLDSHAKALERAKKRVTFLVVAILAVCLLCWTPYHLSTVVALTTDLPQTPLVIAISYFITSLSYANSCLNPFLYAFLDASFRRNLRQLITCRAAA
GalR3 antag: antagonists of human GalR3; HEK293 GalR3-CNG cAMP membrane potential fluorescence; galR3 body fused to GalR1 C-terminus; inhibition, % at 3 µM; 0.44% of 360,000 active; AID 651719;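 active means inhibition above the screen-wide average plus 3 SD, cut at about 13% in these data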;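 further: forskolin and galanin both at EC90 stimulate the cells; cAMP rise reported by CNG channel membrane potential dye signal; 0% = forskolin plus galanin with DMSO and 100% = forskolin alone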
Target sequence (O60755 1-299 limits assumed): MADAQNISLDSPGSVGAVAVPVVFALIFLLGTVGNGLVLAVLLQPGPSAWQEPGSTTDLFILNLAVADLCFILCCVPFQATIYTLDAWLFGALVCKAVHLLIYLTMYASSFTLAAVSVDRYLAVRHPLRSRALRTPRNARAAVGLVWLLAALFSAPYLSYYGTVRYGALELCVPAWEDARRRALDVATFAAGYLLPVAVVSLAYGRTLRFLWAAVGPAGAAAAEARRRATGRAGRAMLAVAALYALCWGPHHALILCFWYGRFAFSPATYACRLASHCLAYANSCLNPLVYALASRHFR
MEKK2wt PB1 HTS: raises or lowers MEK5 binding to wildtype human MEKK2 PB1 domain. Q9Y2U5. bead flow cytometry, Alexa488-MEK5 binding to MEKK2 WT; actives lie on both sides. binding response (% of control), % at 10 µM. 1.1% of 290,000 active; in the data active means binding response below about 67% or above about 130%
V1R ag counter: activates human V1a receptor in oxytocin agonist counter-screen | P37288 | AID 2797 | activation, % at 3 µM | 0.25% of 320,000 active | CHO-V1R cells, Fluo-8 calcium fluorescence, agonist mode; 0% DMSO, 100% 3 nM vasopressin;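 active means activation above the mean activation of all tested compounds plus 3 SD, per screening run, cut at about 20% in these data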;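 further: signal is peak over basal fluorescence ratio across a 100 second FLIPR read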
Target sequence (P37288 whole entry, looked up): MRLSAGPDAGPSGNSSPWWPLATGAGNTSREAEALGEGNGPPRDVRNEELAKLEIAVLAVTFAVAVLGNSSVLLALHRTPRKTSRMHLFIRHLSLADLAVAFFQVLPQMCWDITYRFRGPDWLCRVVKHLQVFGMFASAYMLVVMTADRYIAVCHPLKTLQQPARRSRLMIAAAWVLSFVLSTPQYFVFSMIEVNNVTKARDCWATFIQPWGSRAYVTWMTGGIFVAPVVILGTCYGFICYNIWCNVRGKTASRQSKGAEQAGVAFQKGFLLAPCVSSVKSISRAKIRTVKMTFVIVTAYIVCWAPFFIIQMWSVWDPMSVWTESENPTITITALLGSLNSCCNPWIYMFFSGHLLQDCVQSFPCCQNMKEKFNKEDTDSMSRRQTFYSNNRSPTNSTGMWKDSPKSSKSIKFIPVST
MEKK2 mut-MEK5: signal of MEK5 binding to mutant human MEKK2 PB1 domain | AID 1530 | percent response, % at 10 µM | bead flow cytometry, Alexa488-MEK5 binding to MEKK2 mutant | 0.35% of 290,000 active; in the data active means percent response above about 24%, passing the limit was not always enough; further: inactives centre near 1; some results filed as inactive read as strong as hits
PfM18AAP inh: blocks P. falciparum M18 aspartyl aminopeptidase; AID 1822; recombinant PfM18AAP, H-Glu-NHMec fluorogenic cleavage; inhibition, % at 7.35 µM; 1.2% of 290,000 active;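 active means inhibition above the campaign mean inhibition over all tested compounds plus 3 SD, cut at about 28% in these data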;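 further: 0% = plate median of test compound wells and 100% = 2 mM ZnCl2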
OXTR potentiate: potentiates the human oxytocin receptor response; P30559; CHO-OTR cells, Fluo-8 calcium fluorescence, potentiator mode; 0% = oxytocin EC15, 100% = EC100; activation, % at 3 µM; 0.061% of 320,000 active; AID 2445;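 active means activation above that plate's cutoff, the mean activation of tested compounds plus 3 SD, cut at about 6.6% in these data, passing the limit was not always enough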;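 further: 100% uses oxytocin at 75 nM as the full agonist control; some results filed as inactive read as strong as hits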
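Assay system: CHO cell line stably expressing human OTR | Also added: Oxytocin at about EC15, sub-maximal agonist stimulus | Times: Compound 6 min at room temperature before oxytocin, 100 s read | Measured by: Fluo-8 intracellular calcium fluorescence, ex 470-495, em 515-575 nm | Controls: EC15 oxytocin alone as 0%, 75 nM oxytocin as 100%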
OXTR agonist: activates the human oxytocin receptor; P30559; CHO-OTR cells, Fluo-8 calcium fluorescence; normalized: DMSO 0%, oxytocin 100%; activation, % at 3 µM; 0.32% of 320,000 active; AID 2435;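 active means activation above the mean of all tested compounds plus 3 SD, cutoff set per screening run, cut at about 20% in these data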;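 further: peak over basal fluorescence ratio from a 100 s FLIPR kinetic read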
NALP1 yeast inh: blocks the NALP1 inflammasome reconstituted in yeast | S. cerevisiae NALP1/ASC/caspase-1 growth, X-gal OD620, 72 h | inhibition, % at 10 µM | 0.61% of 280,000 active | AID 2071; in the data active means inhibition mostly above about 24%, no sharp cut-off; inactive means mostly below about 32%; further: some compounds called inactive have numbers as strong as hits
* = called active by the depositor; . = not tested or not shown. Hits appear at their usual frequency; about 4.1% have a hit in one of these screens.

SMILES | GPR7 antagonist | GalR3 antag | MEKK2wt PB1 HTS | V1R ag counter | MEKK2 mut-MEK5 | PfM18AAP inh | OXTR potentiate | OXTR agonist | NALP1 yeast inh
CCOC(=O)/C(C#N)=C1\C(=O)N(Cc2ccccc2)c2ccccc21 | -1 | -6 | 100 | -0.6 | 11 | 25 | -4 | -0.9 | 7
O=C(Cc1ccccc1)Nc1ccc(C(=O)Nc2ccc(O)cc2)cc1 | 5 | 1 | 101 | 0.0 | 2 | 1 | -7 | -0.2 | -2
Nc1cc(Cl)ccc1C(=O)OCC(=O)NCc1cccs1 | . | -3 | . | -1.3 | . | . | -1 | -2.2 | .
COc1cccc(-c2nnc3sc(-c4ccccc4)nn23)c1 | 6 | -1 | 96 | 0.0 | 0 | 1 | -4 | -1.6 | 9
N#Cc1ccc(C(=O)NNC(=O)c2ccncc2)cc1 | -7 | -4 | 114 | 0.6 | 20 | -9 | -4 | 0.6 | 13
COc1ccc(CCN2CCCC(CN(C)Cc3cc(Cl)c(O)c(OC)c3)C2)cc1 (configuration not stated) | -14 | -4 | 135* | . | 25* | -7 | . | . | -2
CN(CC(=O)Nc1ccc(F)cc1Cl)Cc1cccs1 | -12 | -11 | 105 | -1.2 | 0 | -5 | -7 | -2.5 | 8
CCN(CC)S(=O)(=O)c1ccc(C(=O)N2CCN(C3=NS(=O)(=O)c4ccccc43)CC2)cc1 | -5 | -2 | 99 | 0.4 | 5 | -2 | -3 | -0.3 | 23
Cc1[nH]c2c(C)cccc2c1CN1CCC(CO)(Cc2ccccc2)CC1 | 5 | -7 | 106 | 0.0 | 3 | 1 | 1 | 1.1 | -11
COc1ccc(Nc2nc(C)cc(C)c2C#N)cc1OC | -5 | 5 | 103 | -1.1 | 8 | 2 | 4 | -0.6 | -29
CCCn1c(N)c(C(=O)CSc2nnc(-c3ccco3)n2Cc2ccccc2)c(=O)[nH]c1=O | -11 | -2 | 97 | 0.0 | 4 | -1 | -17 | -0.7 | .
Cc1ccc(/C=N/NC(=O)COc2ccccc2-c2ccccc2)cc1 | 9 | 6 | 97 | 0.0 | 1 | -4 | -8 | -0.8 | 4
CCc1ccc(CN2CCC(Oc3ccc(C(=O)NCc4ccccn4)cc3)CC2)o1 | 1 | -6 | 103 | 3.0 | 4 | -38 | 0 | 1.1 | 12
CCOC(=O)C1=C(C)NC(=S)NC1c1ccc(OC(=O)c2ccco2)cc1 (configuration not stated) | 11 | -7 | 108 | 0.2 | 3 | 5 | 3 | -0.4 | 25
COCc1nnc(SCC(=O)NCc2ccccc2)n1-c1ccccc1 | -14 | -3 | 99 | 1.6 | 2 | 11 | -3 | 0.3 | 17
CCOc1ccc(CN(C)C(=O)c2cccnc2OCC)cc1OC | -7 | 0 | 96 | -0.8 | -6 | -5 | -6 | 0.7 | 1
CCN(CC)c1ccc(N)cc1S(=O)(=O)Nc1ccc(OC)cc1 | 17 | -3 | 106 | -0.3 | 2 | -21 | -1 | -0.2 | 13
CC1(C)Cc2c(sc(NC(=O)c3ccc(S(=O)(=O)N4CCCCCC4)cc3)c2C(N)=O)C(C)(C)N1 | 4 | 3 | 129 | 13 | 10 | 3 | -17 | 13 | 14
O=C(CSc1cc(Cl)ccc1Cl)NC1CCCc2ccccc21 (configuration not stated) | 6 | 3 | 101 | -0.8 | -1 | -2 | -15 | -1.9 | 13
Cc1ncsc1C(=O)O | -1 | 0 | 89 | 0.2 | -13 | -8 | -2 | 0.7 | 10
O=C(N/N=C/c1ccc(Cl)cc1Cl)c1ccc(-n2cnnn2)cc1 | . | -2 | . | -0.1 | . | . | 1 | 0.1 | .
CCN(CC)CC#CCC1(O)c2ccccc2-c2ccccc21 | -6 | -3 | . | 2.2 | . | -2 | -2 | 0.7 | -1
CCCCC(CC)C(=O)NCc1ccccc1OC (configuration not stated) | -1 | -4 | 103 | -1.9 | 0 | -3 | 0 | -1.8 | 9
COc1cc(/C=C(/C#N)c2ccccc2)ccc1Oc1ccc([N+](=O)[O-])cn1 | -5 | -3 | 105 | 0.7 | 2 | 5 | -3 | 1.7 | 24
COc1ccc(/C=C(\NC(=O)c2ccc(C)cc2)C(=O)NCCCn2ccnc2)cc1 | -1 | -9 | 95 | 0.0 | -1 | 5 | -2 | 0.5 | 1
CCN(CC(=O)Nc1cc(Cl)ccc1C)C(=O)c1cc(S(=O)(=O)N2CCCCCC2)ccc1OC | . | -3 | . | -0.8 | . | . | -6 | -1.2 | .
Cc1ccc2nc(-c3ccc(SCC(=O)Nc4nnc(C)s4)nc3)[nH]c2c1 | 6 | -10 | 110 | -0.8 | 11 | 1 | -13 | -1.3 | 22
CCCCOc1ccc(/C=C/C2=CC(C)(C)NC(=S)N2)cc1OCC | 7 | -1 | 103 | -0.4 | 6 | -16 | -4 | -2.1 | 16
CC(C)(C)c1nnc2cccc(Cl)n12 | 2 | -2 | 95 | 1.1 | -9 | -3 | -6 | -0.2 | -5
O=C(N1CCOCCOc2ccccc2OCCOCC1)C(F)(F)F | -2 | -4 | 110 | 0.6 | 3 | -5 | 4 | 0.6 | 8
Cc1ccc(S(=O)(=O)Cc2ccc(C(=O)N3CCCCCC3)o2)cc1 | -9 | -1 | 108 | 2.3 | 5 | 0 | 0 | 1.3 | 18
O=C(COC(=O)c1ccccc1C(=O)c1ccccc1)NCCc1ccccc1 | 8 | -9 | 113 | -0.5 | 18 | -2 | -8 | -2.1 | 19
C=CCc1cc2c(oc(=O)c3ccccc32)c(C)c1O | -24 | -4 | 102 | 0.1 | 2 | 10 | -10 | -1.2 | 4
O=S(=O)(c1cccc(NC(=S)N2CCN(c3ccccc3)CC2)c1)C(F)F | -7 | 0 | 99 | 7.5 | -1 | 8 | -20 | 11 | 6
CCN(CC)c1ccc(N2C(=O)/C(=C\c3cccnc3)SC2=S)cc1 | -5 | 0 | 100 | 1.0 | 3 | 5 | -4 | 0.9 | 4
CCN(Cc1nc2ccccc2c(=O)[nH]1)C(=O)c1cc(C2CC2)nn1-c1ccccc1 | . | 2 | . | -1.0 | . | . | -5 | -1.4 | .
CCOC(=O)C1CCCN(C(=O)CCn2nc(-c3ccccc3)ccc2=O)C1 (configuration not stated) | -13 | 1 | . | -0.5 | . | -15 | 9 | -0.6 | 2
N#Cc1ccc(-c2c(-c3ccccc3)ncc3cc(F)ccc23)cc1 | . | -4 | . | -1.2 | . | . | -1 | -1.2 | .
CC1CCc2c(sc(NC(=O)CCCn3cnc([N+](=O)[O-])n3)c2C(N)=O)C1 (configuration not stated) | 5 | -1 | 97 | 0.1 | 1 | 6 | -2 | 1.2 | -4
COc1cccc(N2CCN(CC(=O)C34CC5CC(CC(C5)C3)C4)CC2)c1 | -3 | -7 | 99 | -0.7 | 4 | 14 | -9 | -0.8 | 4

2 neighbouring compounds already listed:
SMILES | GPR7 antagonist | GalR3 antag | MEKK2wt PB1 HTS | V1R ag counter | MEKK2 mut-MEK5 | PfM18AAP inh | OXTR potentiate | OXTR agonist | NALP1 yeast inh
CC(C)(C)c1nnc2cccc(Cl)n12 | 2 | -2 | 95 | 1.1 | -9 | -3 | -6 | -0.2 | -5
O=C(N1CCOCCOc2ccccc2OCCOCC1)C(F)(F)F | -2 | -4 | 110 | 0.6 | 3 | -5 | 4 | 0.6 | 8

MEKK2 mut-MEK5: hit marks shown above.
compound	GPR7 antagonist	GalR3 antag	MEKK2wt PB1 HTS	MEKK2 mut-MEK5	PfM18AAP inh	OXTR potentiate	NALP1 yeast inh
COc1ccc(CCN2CCCC(CN(C)Cc3cc(Cl)c(O)c(OC)c3)C2)cc1 (configuration not stated)	-14	-4	135*	25*	-7	.	-2

Next entries follow.
SMILES | GPR7 antagonist | GalR3 antag | MEKK2wt PB1 HTS | V1R ag counter | MEKK2 mut-MEK5 | PfM18AAP inh | OXTR potentiate | OXTR agonist | NALP1 yeast inh
CCOC(=O)N1CCC(N2C(=O)c3ccccc3C2Nc2cc(OC)c(OC)c(OC)c2)CC1 (configuration not stated) | -11 | . | 102 | 0.0 | 6 | 6 | 0 | -0.9 | 23
O=S(=O)(N/N=C/c1cn(Cc2ccccc2)c2ccccc12)c1ccccc1 | -3 | -4 | 129 | -0.9 | 6 | 4 | -13 | -0.4 | 19
Cc1ccc(OCC(=O)N2N=C(c3ccc(Cl)cc3)CC2c2ccco2)c([N+](=O)[O-])n1 (configuration not stated) | 1 | -10 | 90 | 0.6 | -3 | -4 | -14 | -1.0 | -9
O=C1c2ccccc2S(=O)(=O)N1Cc1nc2ccccc2s1 | -9 | -4 | 101 | 1.3 | -1 | 13 | -1 | 0.4 | -4
CC(=O)c1ccc(NC(=O)c2cnn3c(C(F)F)cc(C4CC4)nc23)cc1 | 0 | -3 | 94 | 0.3 | -2 | -2 | -13 | 1.1 | .
Cc1c(C)n(C(=O)CSc2ncn[nH]2)c2ccccc12 | -5 | -2 | 99 | 0.4 | -3 | 83* | -10 | -1.0 | 1
O=C(NCCN1CCCCC1)c1ccc(F)cc1Cl | 3 | -9 | 102 | 0.4 | 1 | -3 | -7 | -0.3 | .
C[C@H](NC(=O)c1[nH]cnc1C(=O)Nc1nccs1)c1ccccc1 | . | -3 | . | -0.5 | . | . | -1 | -1.3 | .
COc1cc(CN2CCC(C(=O)N3CCC(C)CC3)CC2)cc(Br)c1O | 2 | -5 | 108 | -0.2 | 0 | 31* | -5 | 0.5 | 21
O=C(Nc1cc([N+](=O)[O-])ccc1C(=O)Nc1cccnc1)c1ccccc1 | -17 | 0 | 110 | 3.1 | 8 | -3 | -12 | 3.9 | 10
c1ccc(-c2nnc(CN3CCN(c4ccccc4)CC3)o2)cc1 | -9 | . | 94 | 0.5 | -2 | 2 | -4 | -0.1 | 6
COc1ccc(C2(C(=O)N3CCCC3)CCOCC2)cc1OC | -3 | 5 | 95 | -0.6 | -1 | 0 | -2 | -0.5 | -68
CC(C)CN(C(=O)COC(=O)C(C)N1C(=O)c2ccccc2C1=O)c1c(N)n(Cc2ccccc2)c(=O)[nH]c1=O (configuration not stated) | . | -1 | . | 0.4 | . | . | -6 | -0.2 | .
CCOc1ccc(N(CC(=O)N2CCCC2)S(=O)(=O)c2ccc(F)cc2)cc1 | -7 | -4 | 104 | -0.1 | 0 | -1 | -4 | 0.7 | 25
COc1ccc(C(c2nnnn2Cc2ccccc2)N2CCN(C(=O)c3ccco3)CC2)cc1 (configuration not stated) | 1 | 0 | 84 | 1.3 | -9 | -2 | -4 | -0.2 | 5
CC(NC(=O)CN1C(=O)NC2(CCc3ccccc32)C1=O)c1ccccc1 (configuration not stated) | . | -4 | . | 0.8 | . | . | 2 | 0.9 | .
O=c1c(-c2cccc3ccccc23)[n+]([O-])c2ccccc2n1O | -6 | -1 | 109 | -0.8 | 5 | -7 | -4 | -0.5 | 10
CC(OC(=O)C1CC1)C(=O)Nc1cc(C(F)(F)F)ccc1Cl (configuration not stated) | 0 | -3 | 103 | -1.3 | -2 | -2 | 3 | -2.0 | -8
c1ccc2nc(-c3ccncc3)ccc2c1 | -8 | -4 | 105 | -0.7 | 6 | -2 | 6 | -1.0 | 10
Cc1nn(-c2cccc(Cl)c2)nc1C(=O)O | 2 | -4 | 93 | 0.4 | -4 | -4 | -1 | 0.6 | -16
